Screening data deposited in PubChem BioAssay by The Scripps Research Institute Molecular Screening Center.
CHRM4 PAM: CHRM4 positive allosteric modulation; P08173; CHO-K1 hM4/Gqi5, Fluo-8 calcium fluorescence, ACh EC20; 0% = ACh EC20, 100% = maximal ACh; activation, % at 3 µM; hit rate 0.4% among 360,000;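 active = activation above its plate's cutoff, the mean activation of sample wells plus 3 SD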; also: some results filed as inactive read as strong as hits
Target sequence (P08173 whole entry, looked up): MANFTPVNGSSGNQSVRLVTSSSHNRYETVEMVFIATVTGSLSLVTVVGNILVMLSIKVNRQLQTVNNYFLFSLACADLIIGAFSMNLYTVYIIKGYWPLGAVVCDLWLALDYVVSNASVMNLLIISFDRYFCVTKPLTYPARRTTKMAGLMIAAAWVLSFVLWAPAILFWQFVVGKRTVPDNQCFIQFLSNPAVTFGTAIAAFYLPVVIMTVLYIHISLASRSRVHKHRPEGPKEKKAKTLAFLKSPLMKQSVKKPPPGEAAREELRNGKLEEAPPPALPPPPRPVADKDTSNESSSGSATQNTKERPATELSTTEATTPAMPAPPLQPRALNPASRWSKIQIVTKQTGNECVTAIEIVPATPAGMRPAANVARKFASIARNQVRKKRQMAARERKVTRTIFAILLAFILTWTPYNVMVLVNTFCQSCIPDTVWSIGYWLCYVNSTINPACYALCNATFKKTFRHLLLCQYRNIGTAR
M1 PAM parental: counter-screen for M1 PAMs: effect in parental CHO-K1 cells. hit rate 0.02% among 360,000. activation, % at 3 µM. ATP EC20, Fluo-8 calcium fluorescence; 0% at ATP EC20, 100% at ATP max;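 active = activation above the run cutoff, the mean activation of all test compounds plus 3 SD, cut at about 40% in these data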;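 also: peak over basal fluorescence ratio in a 140 s read after ATP addition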
CHRM4 antagonist: blocks acetylcholine activation of human M4 receptor; P08173; hit rate 0.73% among 360,000; AID 624125; inhibition, % at 3 µM; CHO-hM4 cells, ACh EC80, Fluo-8 calcium fluorescence;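 active = inhibition above its plate's cutoff, the mean inhibition of sample wells plus 3 SD, cut at about 27% in these data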;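 also: 0% = acetylcholine EC80 with DMSO and 100% = DMSO without agonist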
CHRM5 antagonist: blocks acetylcholine activation of human M5 receptor. P08912. CHO-hM5 cells, Fluo-8 calcium fluorescence, ACh EC80. inhibition, % at 3 µM. hit rate 0.59% among 360,000;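 active = inhibition above a per-plate cutoff, the mean of that plate's test compounds plus 3 SD, cut at about 27% in these data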;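 also: 0% = acetylcholine EC80 with DMSO and 100% = DMSO without agonist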
Target sequence (P08912 whole entry, looked up): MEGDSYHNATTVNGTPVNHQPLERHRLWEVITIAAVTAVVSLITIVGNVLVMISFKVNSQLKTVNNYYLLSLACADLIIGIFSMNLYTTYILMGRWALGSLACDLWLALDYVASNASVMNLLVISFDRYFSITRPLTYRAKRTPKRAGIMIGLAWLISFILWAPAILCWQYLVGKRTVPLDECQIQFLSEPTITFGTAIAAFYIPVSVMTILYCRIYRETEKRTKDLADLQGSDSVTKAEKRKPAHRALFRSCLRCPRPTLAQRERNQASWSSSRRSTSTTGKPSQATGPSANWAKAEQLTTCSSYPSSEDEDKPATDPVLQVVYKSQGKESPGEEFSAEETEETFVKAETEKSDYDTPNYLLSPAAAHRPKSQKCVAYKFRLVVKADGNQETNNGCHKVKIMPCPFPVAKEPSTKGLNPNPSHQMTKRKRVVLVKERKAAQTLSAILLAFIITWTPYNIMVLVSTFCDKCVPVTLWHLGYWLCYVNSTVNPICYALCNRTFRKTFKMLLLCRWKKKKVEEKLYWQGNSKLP
M5 ag: CHRM5 agonism in calcium assay; CHO-K1 hM5 cells, Fluo-8 calcium fluorescence; 0% DMSO wells, 100% maximal acetylcholine response; activation, % at 3 µM; P08912; hit rate 0.19% among 360,000;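 active = activation above the run's mean over test compounds plus 3 SD, cut at about 23% in these data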;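 also: signal is peak over basal fluorescence ratio across the kinetic read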
CHO-K1 Ca antag: counter-screen for M1 antagonists: effect in parental CHO-K1 cells. ATP-induced calcium, Fluo-8 fluorescence. inhibition, % at 3 µM. hit rate 0.6% among 360,000. AID 602250;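 active = inhibition above a per-plate cutoff, the plate's mean sample inhibition plus 3 SD, cut at about 24% in these data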;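 also: 0% = DMSO plus EC80 ATP and 100% = DMSO alone without ATP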
CHRM5 PAM: CHRM5 positive allosteric modulation; hit rate 0.3% among 360,000; activation, % at 3 µM; P08912; CHO-K1 hM5, Fluo-8 calcium, ACh EC20 PAM; 0% = ACh EC20, 100% = ACh EC100;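 active = activation above the run cutoff, the mean activation of all test compounds plus 3 SD, cut at about 18% in these data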
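System: CHO-K1 hM5 cells. Reagent: acetylcholine, EC20 level. Compound dosing: single dose, 3 µM nominal final test concentration. Timing: Post-acetylcholine fluorescence recording 140 s. Detection: Fluo-8 calcium fluorescence. Read-out: % activation, ACh-normalized. Benchmarks: ACh EC20 and EC100 wells. Repeats: singlicate, one well per test compound.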
M1 ag parental: counter-screen for M1 agonists: effect in parental CHO-K1 cells. activation, % at 3 µM. Fluo-8 calcium fluorescence; scaled to maximal ATP response, vehicle zero. AID 602248. hit rate 0.48% among 360,000; in the data active = activation above about 15%;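 also: untransfected CHO-K1 host cells lacking M1 receptor as counterscreen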
M4 ag: agonists of human muscarinic M4 receptor (CHRM4) | P08173 | CHO-K1 hM4/Gqi5, Fluo-8 calcium fluorescence; vehicle 0%, full acetylcholine response 100% | activation, % at 3 µM | hit rate 0.14% among 360,000;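 active = activation above the run mean over all test wells plus 3 SD, cut at about 32% in these data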;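 also: peak over basal fluorescence ratio per well then scaled between controls; 0% = DMSO wells and 100% = acetylcholine at EC100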
* marks the source's active call; other numbers are inactive results; . = not tested or not shown. No enrichment for hits; any-hit rate near 2.7%.

SMILES	CHRM4 PAM	M1 PAM parental	CHRM4 antagonist	CHRM5 antagonist	M5 ag	CHO-K1 Ca antag	CHRM5 PAM	M1 ag parental	M4 ag
Cc1ccc(NC(=O)CC(C(=O)O)c2ccccc2)cc1 (centres undefined)	3	-14	1	4	0	16	-2	-0.3	0
CC(=O)Nc1sc(C)c(C)c1C(=O)OC(C)C	7	3	-9	9	-1	-3	-8	0.3	0
COc1ccc(C(=O)/C=C/NCc2ccc(F)cc2)cc1OC	4	-12	2	9	-2	-4	-3	0.3	1
Cc1c(/C(O)=C2\C(=O)C(=O)N(CCCN(C)C)C2c2cccs2)cnn1-c1ccccc1 (centres undefined)	15	-3	20	-11	1	-5	4	-0.1	1
O=C(CSc1nnc(COc2cccc3ccccc23)o1)N1c2ccccc2CCc2ccccc21	-3	-7	9	-3	0	13	-4	-0.1	0
COc1ccccc1CNC(=O)CN1CCN(S(=O)(=O)c2cccs2)CC1	-3	-10	6	2	-1	1	-1	1.3	4
COCCn1cnnc1SCC(=O)Nc1cc(OC)c([N+](=O)[O-])cc1C	-4	-3	-1	1	-1	-16	-6	0.6	1
CCCN(c1ccccc1F)S(=O)(=O)c1cc(-c2cc(C)no2)ccc1OC	-5	-8	-4	6	-5	2	-4	1.1	0
CNc1nc(Oc2ccccc2C(=O)OC)nc(SC)n1	-7	-8	11	15	-3	30*	-6	-0.7	0
O=C(Nc1ccc2c(c1)OCO2)c1ccc[n+]([O-])c1	6	8	-2	-4	1	0	-1	0.0	0
CCN1C(=O)c2ccccc2Sc2ccc(C(=O)NCCC(C)C)cc21	-5	2	4	-7	-1	-6	2	-0.2	4
COc1cc(/C=C/C(=O)OCC(=O)N2CCC(C)CC2)ccc1O	-7	-27	3	-19	6	-6	-2	0.9	1
OCC[C@@H]1C[C@H](O)[C@@H](O)[C@]2(CCCCO2)O1	22	-15	-3	3	2	1	8	-0.1	1
Cc1oncc1C(=S)Nc1ccccc1	8	23	-2	1	0	-30	0	0.3	1
O=C(CCCCC(=O)OCC1COCO1)OCC1COCO1 (centres undefined)	6	6	-6	-5	3	-6	18	0.1	1
Nc1c(N2CCOCC2)cc(Cl)c2nonc12	25	13	8	-5	0	-8	0	0.7	0
COc1cc(/C(C)=N/N2CCOCC2)cc(OC)c1OC	-1	20	8	8	-4	-15	3	1.3	0
Cc1c(Cl)cccc1N1CC(C(=O)Nc2nccs2)CC1=O (centres undefined)	3	5	-2	2	1	-3	-7	1.5	4
Cc1ccc(CN2CCC(n3nccc3NC(=O)c3ccccc3C)CC2)o1	-3	6	-17	-12	-2	-8	4	1.7	2
Cc1ccc(NC(=O)CSC2=NN3CCCC(=O)N=C3S2)c(C)c1	-5	4	2	-1	1	7	2	0.5	2
C/C(=N/N=C/c1ccc(N(C)C)cc1)c1ccccc1	3	-9	5	3	1	-1	-3	0.0	0
Cc1ccc(S(=O)(=O)NCC(=O)NCC(=O)OCC(=O)NC(=O)NC(C)(C)C)cc1C	-4	-12	0	-3	0	22	3	4.0	1
O=C(CSc1n[nH]c(-c2cccnc2)n1)Nc1ccnc2ccccc12	-2	6	-3	1	-7	-5	2	1.2	0
CCCn1nnnc1-c1ccc(Cl)cc1	-2	19	8	10	-2	-25	0	0.1	1
CCn1c(O)c(/C=C2\C=Nc3ccccc32)sc1=Nc1ccccc1	-1	25	3	4	2	-10	0	0.6	0
CCc1c(-c2ccc(OC)cc2)ncn1Cc1cccc(-c2ccccc2)c1	-3	.	0	12	0	.	-8	.	5
O=C(Nc1ccc(F)cc1)C1CCCN(c2cnccn2)C1 (centres undefined)	0	3	-5	1	0	-5	0	2.1	2
COc1ccc(CCNC(=O)CSc2nc(C)cc(C)n2)cc1OC	11	-12	7	-4	-3	9	5	-0.2	1
CCOC(=O)C1CCN(C(=O)CN2C(=O)NC3(CCCCC3)C2=O)CC1	3	11	-10	8	1	-14	1	0.6	1
CCc1ccc2cc(C)cnc2n1	1	-2	-8	3	-2	12	-2	-0.3	-1
COCCn1c(SCC(=O)Nc2ccc(C(C)=O)cc2)nc2c([nH]c3ccccc32)c1=O	-3	9	2	3	-2	1	4	1.0	0
FC(F)(F)c1cccc(-c2cc3nc(NC4CCCCC4)ccn3n2)c1	-1	1	7	11	0	-5	-8	0.9	0
CN1CCC(N(C)C(=O)/C=C/c2cn(-c3ccccc3)nc2-c2cccs2)CC1	-2	-17	2	10	-5	13	0	0.9	5
CC1CC(C)CN(S(=O)(=O)c2ccc(NC(=O)C3CC(=O)N(Cc4ccccc4)C3)cc2)C1 (centres undefined)	3	-21	-5	0	-2	-8	3	0.2	2
O=S(=O)(Nc1nc2ccccc2nc1NCCN1CCOCC1)c1cccc(Cl)c1	-1	13	2	3	-8	0	7	3.8	1
Cn1c(CS/C(N)=N/N=C/c2ccccc2)c(Br)c(=O)n1-c1ccccc1	9	26	-20	-2	-6	-7	9	0.2	1
O=C(NN1C(=O)c2ccccc2NC1c1ccccn1)c1ccc(Br)cc1 (centres undefined)	-1	1	8	7	-1	1	-4	-0.1	1
CCNC(=S)NC1CC2CCCC(C1)N2Cc1ccco1 (centres undefined)	-1	0	2	14	-5	-16	-8	-0.3	0
O=C(Nc1nnc([C@H]2C[C@H](O)[C@@H](CO)O2)s1)Nc1ccccc1C(F)(F)F	7	11	-1	-9	0	3	6	-0.2	0
CC(=O)Nc1ccc(S(=O)(=O)Nc2nccs2)cc1	1	8	3	4	0	-4	1	0.2	0

5 compounds from above, limited to CHRM4 antagonist, CHRM4 PAM and CHO-K1 Ca antag.
structure | CHRM4 antagonist | CHRM4 PAM | CHO-K1 Ca antag
O=C(CSc1n[nH]c(-c2cccnc2)n1)Nc1ccnc2ccccc12 | -3 | -2 | -5
O=C(Nc1nnc([C@H]2C[C@H](O)[C@@H](CO)O2)s1)Nc1ccccc1C(F)(F)F | -1 | 7 | 3
O=C(Nc1ccc(F)cc1)C1CCCN(c2cnccn2)C1 (centres undefined) | -5 | 0 | -5
FC(F)(F)c1cccc(-c2cc3nc(NC4CCCCC4)ccn3n2)c1 | 7 | -1 | -5
CCNC(=S)NC1CC2CCCC(C1)N2Cc1ccco1 (centres undefined) | 2 | -1 | -16

Continuation:
SMILES	CHRM4 PAM	M1 PAM parental	CHRM4 antagonist	CHRM5 antagonist	M5 ag	CHO-K1 Ca antag	CHRM5 PAM	M1 ag parental	M4 ag
Cc1cc(C)c(C(=O)OCc2csc(CC(=O)Nc3ccccc3C)n2)c(C)c1	-8	6	5	6	-3	-3	-5	2.3	4
O=C(Nc1cnn(Cc2ccc(F)cc2)c1)c1cnn2c(C(F)F)cc(-c3ccccc3)nc12	-1	-7	11	-7	0	-12	10	0.7	1
COc1ccc(-c2cnc3c(NC(C)=O)cc(-c4ccc(C(=O)N5CCOCC5)cc4)cn23)cc1OC	2	-4	-1	-6	1	-5	3	-0.5	-2
CNC(=O)c1ccsc1NC(=O)CS(=O)(=O)c1ccccc1	1	17	-11	10	4	-1	1	3.1	4
C[C@H](CO)N1C[C@H](C)[C@@H](CN(C)Cc2cccnc2)Oc2ncc(-c3cccc(C#N)c3)cc2C1=O	-6	-4	-3	-40	0	5	3	2.2	2
Cc1ccc(C)c(OCCC(=O)NNC(=O)c2ccccc2)c1	6	-1	-2	10	-3	-3	-4	0.8	0
CCCCNC(=O)CO/N=C(\C)c1cc2ccccc2o1	-2	15	-2	0	-2	-6	-1	0.8	-1
Cc1cc(C(=O)N2CCC2(C)C(=O)Nc2cccc3ccccc23)nn1C (centres undefined)	4	7	-3	0	2	-5	-1	0.9	2
Cc1cc(=O)oc2cc(OCC(=O)N3CCCC(C)C3)ccc12 (centres undefined)	-3	-1	8	6	1	10	-11	4.4	12
CCCCn1c(N)c(N(CCOC)C(=O)c2cccc(-n3cnnn3)c2)c(=O)[nH]c1=O	3	6	-13	-9	0	-10	1	-0.1	1
O=C(NCc1ccccn1)[C@@H]1CCCN1C(=O)[C@@H]1CCCN1	0	19	0	2	1	-19	-7	1.1	1
Cc1oc2cc3oc(=O)c(CC(=O)NCC(=O)N[C@@H](C(=O)O)c4ccccc4)c(C)c3cc2c1C	-1	-12	3	1	3	10	6	-0.1	0
O=c1c2ccccc2c(-c2ccc(Br)cc2)nn1Cc1ccccc1	3	9	-9	-3	-1	-7	0	0.4	1
COc1ccc(/C(C)=N\O)cc1OC	6	8	-9	2	3	-3	4	0.2	1
Cc1cccc(-n2c(Cc3cc(=O)[nH]c(=O)[nH]3)nnc2SCC(=O)N2CCCCC2)c1	-2	-9	3	5	-1	7	-8	0.1	0
CCCCN(C(=O)c1cccc(-n2cnnn2)c1)c1c(N)n(CC(C)C)c(=O)[nH]c1=O	-1	-2	16	8	2	-3	-5	0.3	1
COc1ccc(C(C)=O)cc1CSc1nnc(Nc2ccccc2C)s1	-13	9	12	3	-5	0	-9	3.9	4
COc1cc(CN2CCN(C(c3ccccc3)c3ccccc3)CC2)cc(OC)c1OC	-17	-3	45*	9	-26	8	-33	2.2	-2
O=C(C1CCCN(S(=O)(=O)c2cnc[nH]2)C1)N1CC(=O)N(CCc2ccccc2)C(=O)C1 (centres undefined)	9	-4	-13	3	-1	14	-7	0.3	2
Cn1cc(-c2csc(C(O)c3ccc(F)cc3)n2)cn1 (centres undefined)	4	0	-13	-1	3	6	-3	1.4	4
COc1ccc2nc(C)cc(Sc3nc4ccccc4s3)c2c1	-9	11	8	11	1	-1	-7	29*	4
O=C1CCC(=O)N1CCSC(=S)N1CCSCC1	7	-18	-15	16	-4	9	-4	0.0	-1
O=C(COC(=O)C1=COCCO1)Nc1ccc(OC(F)F)cc1	1	4	-3	11	-1	1	0	0.0	2
Cc1cc(OCCOCCNCc2ccccc2)ccc1C(C)C	-9	11	2	11	-5	-3	5	4.6	10
COc1ccc(S(=O)(=O)N2CCC(O)(c3ccc4c(c3)OCO4)CC2)cc1	-2	10	1	1	-4	-18	-8	2.3	5
c1ccc2[nH]c(NCCCN3CCOCC3)nc2c1	0	13	2	-2	2	-4	2	0.6	1
Cc1c(N=Cc2ccccn2)c(=O)n(-c2ccccc2)n1C	3	20	17	1	-1	-9	-1	0.6	1
O=c1[nH]c(N2CCOCC2)nc2ccccc12	4	23	-17	-17	-4	-22	6	0.3	1
COC(=O)C(O)(CC(=O)Nc1cccc(SC)c1)C(F)(F)F (centres undefined)	-9	20	-2	-1	2	-8	0	0.3	0
CSc1ccc(/C=C/C(=O)OCC(=O)NC2CCS(=O)(=O)C2)cc1 (centres undefined)	-1	10	0	7	5	-12	-6	4.7	7
O=C(Nc1ccc2c(c1)oc1ccccc12)c1ccc2c(c1)OCO2	2	7	-5	1	0	-3	-4	0.4	0
O=C(Nc1ccc(F)cc1)c1ccc(C(=O)N2CCCC(O)C2)cc1 (centres undefined)	13	-6	-4	1	0	-1	4	-0.1	1
Cc1cc(C)c(S(=O)(=O)N2CCCCC2)cc1N(C)S(=O)(=O)c1ccc(Cl)cc1	4	-5	-1	-6	-5	12	2	-0.2	0
CCc1nc2c(OCc3ccc(Cl)cc3Cl)cccn2c1N(C)C(=O)CC(C)C	-6	13	-10	-8	-4	-7	-6	0.1	2
COc1ccccc1-c1nnc(NC(=O)C(C)SC2=NCCS2)s1 (centres undefined)	-5	10	-12	-1	5	0	-8	2.4	6
